High-throughput results from PubChem.
STAT1 act: increases IFN-gamma driven STAT1 reporter signal; activation (% of control), % at 5.5 µM; 200,000 compounds, 2.6% hits; AID 932; NIH 3T3 STAT1-luciferase reporter, luminescence; 100% = IFN-gamma alone, no compound;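 active = activation above the screen-wide mean activation plus 3 SD, cut at about 130% in these data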;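 also: raw ratio to IFN-gamma control signal so 100% means no change and 0% no light; values of inactives mirror those of a sister screen read the other way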
FLuc inhib CS: counter-screen for luciferase assay inhibitors: firefly luciferase inhibition; inhibition, % at 10 µM; ATPLite firefly luciferase biochemical luminescence, 10 min; P08659; 200,000 compounds, 1.5% hits;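 active = inhibition above about 50% when tested at 10 µM, limit read from the data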
Target sequence (P08659 whole entry, looked up): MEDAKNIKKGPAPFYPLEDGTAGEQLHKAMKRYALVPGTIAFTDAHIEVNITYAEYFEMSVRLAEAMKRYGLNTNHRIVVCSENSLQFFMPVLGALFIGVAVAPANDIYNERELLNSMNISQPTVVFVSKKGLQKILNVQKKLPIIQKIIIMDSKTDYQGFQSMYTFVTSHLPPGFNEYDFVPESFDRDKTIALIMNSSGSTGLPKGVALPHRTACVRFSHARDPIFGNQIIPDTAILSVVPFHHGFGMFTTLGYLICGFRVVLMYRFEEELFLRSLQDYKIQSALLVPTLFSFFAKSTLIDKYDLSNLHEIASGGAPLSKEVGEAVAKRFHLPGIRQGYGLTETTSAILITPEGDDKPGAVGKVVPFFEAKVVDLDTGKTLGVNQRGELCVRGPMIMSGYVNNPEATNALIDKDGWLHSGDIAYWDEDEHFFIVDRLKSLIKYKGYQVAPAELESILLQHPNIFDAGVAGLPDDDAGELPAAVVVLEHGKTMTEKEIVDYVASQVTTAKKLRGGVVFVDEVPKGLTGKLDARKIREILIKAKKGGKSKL
APP 5'UTR act: activates APP 5'UTR luciferase reporter; SH-SY5Y APP 5'UTR luciferase reporter, luminescence; zero percent = DMSO vehicle wells; activation, % at 2 µM; 190,000 compounds, 1% hits;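 active = activation above a set limit, based on mean plus 3 SD of controls, cut at about 140% in these data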; also: values of inactives mirror those of a sister screen read the other way
STAT1 inh: STAT1 signaling inhibition. inhibition, % at 5.5 µM. AID 920. NIH 3T3 STAT1-luciferase reporter, IFN-gamma, luminescence. 200,000 compounds, 0.35% hits;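 active = inhibition above a set limit, the mean inhibition across all tested compounds plus 3 SD, cut at about 34% in these data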;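 also: 0% = IFN-gamma with DMSO and 100% = IFN-gamma with 300 µM nifuroxazide; values of inactives mirror those of a sister screen read the other way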
APP 5UTR inh: APP translation inhibition; SH-SY5Y APP 5'UTR-luciferase reporter, luminescence; inhibition, % at 2 µM; 190,000 compounds, 0.82% hits; AID 1285;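 active = inhibition above a set limit, derived from the sample mean plus 3 SD, cut at about 45% in these data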; also: values of inactives mirror those of a sister screen read the other way
ROMK mod: modulates human ROMK potassium channel activity; P48048; Tet-inducible ROMK, thallium flux fluorescence; actives lie on both sides; B-score at 10 µM; 130,000 compounds, 2% hits;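 active = signal ratio slope over the read window, or its plate-corrected B-score, at least 3 SD from the plate mean, either direction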;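 also: B-score of the F/F0 ratio slope over 7 to 12 s after thallium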
Target sequence (P48048 whole entry, looked up): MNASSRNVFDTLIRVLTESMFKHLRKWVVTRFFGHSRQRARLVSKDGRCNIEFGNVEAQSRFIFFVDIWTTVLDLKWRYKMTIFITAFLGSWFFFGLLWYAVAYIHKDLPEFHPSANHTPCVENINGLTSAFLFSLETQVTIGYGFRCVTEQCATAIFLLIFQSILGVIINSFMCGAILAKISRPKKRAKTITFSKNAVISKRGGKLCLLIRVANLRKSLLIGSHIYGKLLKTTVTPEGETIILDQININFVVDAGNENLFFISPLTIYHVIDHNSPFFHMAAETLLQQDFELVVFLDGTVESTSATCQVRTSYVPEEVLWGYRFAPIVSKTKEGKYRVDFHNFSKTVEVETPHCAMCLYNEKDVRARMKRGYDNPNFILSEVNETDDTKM
STAT3 blocker: inhibitors of IL-6 induced STAT3 signaling | 190,000 compounds, 0.89% hits | inhibition, % at 5.5 µM | U3A cells, IL-6 STAT3-luciferase reporter, luminescence; host cell line lacks STAT1;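 active = inhibition above the mean inhibition across all screened compounds plus 3 SD, cut at about 44% in these data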;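 also: 0% = DMSO only wells and 100% = 100 µM nifuroxazide control wells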
FLuc stim CS: firefly luciferase counter-screen for stimulation assays; AID 1027; ATPlite luciferase biochemical, luminescence, 10 min; 0 = ATP-free wells, 1 = DMSO control; P08659; 200,000 tested, under 10 active; activation factor at 10 µM;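 active = luciferase activation factor, scaled between plate controls, of at least 2 with compound at 10 µM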
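System: luciferase plus luciferin reagent, cell-free; medium: PBS as buffer for the ATP substrate; dosing: test compounds dosed from 2 mM stocks in 100% DMSO; timing: 10 min post-reagent at room temperature; measured by: luminescence measurement of luciferase light output; evaluation: luciferase activation, seen as luminescence increase over controls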
NF-kB neuron act: NF-kB expression increase, human neuronal cells. NF-kB reporter expression; stronger effect = higher value. AID 1239. 190,000 compounds, 1.6% hits. fold change at 12.5 µM; in the data active = fold change above about 3.3
STAT3 activator: activators of IL-6 induced STAT3 signaling | U3A cells, IL-6 STAT3-luciferase reporter, luminescence; 100% = signal with IL-6 EC80 alone | activation (% of control), % at 5.6 µM | 190,000 compounds, 0.91% hits;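 active = activation above the screen-wide mean of compound activation plus 3 SD, cut at about 130% in these data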;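 also: 0% = background luminescence of wells with medium and substrate only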
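Material: STAT1-lacking human U3A cells, STAT3 luciferase reporter | Benchmarks: IL-6-only wells as 100% reference | Probe or stimulus: IL-6 (33 ng/mL) | Timing: Compound 1 h, then IL-6 6 h at 37 °C | Detection: Luminescence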
Numbers without * were called inactive; / = no result given.

SMILES | STAT1 act | FLuc inhib CS | APP 5'UTR act | STAT1 inh | APP 5UTR inh | ROMK mod | STAT3 blocker | FLuc stim CS | NF-kB neuron act | STAT3 activator
CCn1c(CSc2nncn2-c2ccc(OC)cc2)nc2cc(S(=O)(=O)N(C)C)ccc21 | 94 | -4 | 5 | 5 | -5 | / | 10 | 1 | 1 | 97
CCCN(C(=O)Cc1nc(N)n[nH]1)C1(C(=O)Nc2c(C)cccc2C)CCCCC1 | 98 | -4 | -12 | 1 | 12 | / | 13 | 1 | 1.4 | 94
Cc1ccc(C(=O)Nc2cccc(C(=O)O)c2)cc1S(=O)(=O)N1CCOCC1 | 83 | 16 | 8 | 19 | -8 | -0.079 | 23 | 0.8 | 1.6 | 81
O=C(NCc1cccs1)C1CC(c2ccccc2O)=NO1 (stereo unspecified) | 101 | -3 | 1 | -1 | -1 | / | 3 | 1 | 1.4 | 100
CCOC(=O)c1ccc(-n2c(CCC(=O)O)ccc2-c2cccs2)cc1 | 94 | 0 | 3 | 3 | -3 | -0.7 | 4 | 1 | 1.1 | 100
Cc1nnc(SCC(=O)N2CCN(c3ccccc3)CC2)n(N)c1=O | 98 | -4 | -3 | 0 | 3 | -0.42 | 9 | 1 | 1.1 | 98
N#Cc1cc2c(nc1SCC(=O)O)CCCC2 | 97 | -3 | 17 | 3 | -17 | 0.39 | 7 | 1 | 1 | 98
Cc1cc(N2CCCC2=O)cc(C)c1S(N)(=O)=O | 97 | -4 | 1 | 4 | -1 | / | -1 | 1 | 1.4 | 105
O=C(O)[C@H](Cc1ccccc1)NC(=O)C(c1ccccc1)(c1ccccc1)c1ccccc1 | 105 | 1 | 0 | -3 | 0 | / | / | 1 | 1.1 | /
CCn1nnnc1NC(=O)c1cc(OC)c(OC)c(OC)c1 | 100 | -7 | -1 | -1 | 1 | -0.81 | -9 | 1.1 | 1 | 112
S=C(c1ccc(-c2ccccc2)o1)N1CCCCC1 | 138* | 83* | 132 | -42 | -132 | -2 | 13 | 0.2 | 1.2 | 94
Cc1noc(C)c1C(=O)Nc1sc(C)c(-c2ccccc2)c1C#N | 100 | -6 | -5 | 2 | 5 | -1.4 | 4 | 1.1 | 0.48 | 98
O=C(CCNc1ccc(F)cc1)c1cccc([N+](=O)[O-])c1 | 101 | -7 | -6 | -6 | 6 | / | 20 | 1.1 | 1.1 | 90
COc1ccc(NC(=O)C(Cc2ccccc2)NC(=O)c2ccco2)cc1OC (stereo unspecified) | 97 | -2 | -19 | 4 | 19 | 0.079 | 1 | 1 | 0.96 | 99
Cc1nn(C)cc1CNC(=O)c1cccc(F)c1 | 103 | -2 | 5 | -3 | -5 | 0.56 | 13 | 1 | 1.1 | 92
Cc1ccc2[nH]c(=O)c3cc(C(=O)NCCN4CCN(C)CC4)sc3c2c1 | 102 | -4 | 8 | -3 | -8 | / | 0 | 1 | 1.3 | 104
CCn1c(=O)c2c(nc3n2CC(C)CN3CCc2ccccc2)n(C)c1=O (stereo unspecified) | 96 | -7 | 2 | 4 | -2 | -1.8 | 18 | 1.1 | 0.67 | 90
COc1ccc(N2CCN(CCNC(=O)C3CCN(S(=O)(=O)c4cccs4)CC3)CC2)cc1 | 100 | -5 | 8 | 0 | -8 | / | 7 | 1.1 | 0.89 | 96
CCC(C)(C)n1nnnc1C(c1ccc(OC)c(OC)c1)N1CCN(c2ccccc2)CC1 (stereo unspecified) | 108 | -1 | 1 | -8 | -2 | / | 8 | 1 | 1.1 | 97
Cc1sc(NC(=O)Nc2ccccc2)c(C(N)=O)c1C | 139* | 38 | 66 | -44 | -66 | -0.27 | -8 | 0.6 | 2.9 | 111
[O-][n+]1c2c(nn1-c1ccc(Cl)c(Cl)c1)-c1nonc1CC2 | 106 | -1 | 0 | -7 | 0 | -0.68 | 6 | 1 | 1.1 | 102
CCCCNC(=O)C(=O)NC(C)CCc1ccccc1 (stereo unspecified) | 101 | -8 | 16 | -1 | -16 | 0.056 | 9 | 1.1 | 1.2 | 99
C/C(=N\NC(=O)c1cc(C(C)C)[nH]n1)c1ccco1 | 119 | 79* | 78 | -22 | -78 | 0.44 | 12 | 0.2 | 2.5 | 92
CC(C)N1CCC(N2CCN(Cc3cccnc3)CC2CCO)CC1 (stereo unspecified) | 102 | -7 | 17 | -4 | -17 | 0.46 | 8 | 1.1 | 1 | 97

Some of the entries so far, as a markdown table.
| mol | STAT1 act | FLuc inhib CS | APP 5'UTR act | STAT1 inh | APP 5UTR inh | ROMK mod | STAT3 blocker | FLuc stim CS | NF-kB neuron act | STAT3 activator |
| --- | --- | --- | --- | --- | --- | --- | --- | --- | --- | --- |
| CCCCNC(=O)C(=O)NC(C)CCc1ccccc1 (stereo unspecified) | 101 | -8 | 16 | -1 | -16 | 0.056 | 9 | 1.1 | 1.2 | 99 |
| C/C(=N\NC(=O)c1cc(C(C)C)[nH]n1)c1ccco1 | 119 | 79* | 78 | -22 | -78 | 0.44 | 12 | 0.2 | 2.5 | 92 |

Ordered by the number under NF-kB neuron act (falling): 7 of the compounds above
mol	NF-kB neuron act
Cc1sc(NC(=O)Nc2ccccc2)c(C(N)=O)c1C	2.9
C/C(=N\NC(=O)c1cc(C(C)C)[nH]n1)c1ccco1	2.5
Cc1ccc2[nH]c(=O)c3cc(C(=O)NCCN4CCN(C)CC4)sc3c2c1	1.3
CCCCNC(=O)C(=O)NC(C)CCc1ccccc1 (stereo unspecified)	1.2
[O-][n+]1c2c(nn1-c1ccc(Cl)c(Cl)c1)-c1nonc1CC2	1.1
CC(C)N1CCC(N2CCN(Cc3cccnc3)CC2CCO)CC1 (stereo unspecified)	1
CCn1c(=O)c2c(nc3n2CC(C)CN3CCc2ccccc2)n(C)c1=O (stereo unspecified)	0.67

An excerpt of these results, comma-delimited:
Molecule,STAT1 act,FLuc inhib CS,APP 5'UTR act,STAT1 inh,APP 5UTR inh,ROMK mod,STAT3 blocker,FLuc stim CS,NF-kB neuron act,STAT3 activator
O=C(NCc1cccs1)C1CC(c2ccccc2O)=NO1 (stereo unspecified),101,-3,1,-1,-1,/,3,1,1.4,100
CCOC(=O)c1ccc(-n2c(CCC(=O)O)ccc2-c2cccs2)cc1,94,0,3,3,-3,-0.7,4,1,1.1,100

The list goes on.
SMILES | STAT1 act | FLuc inhib CS | APP 5'UTR act | STAT1 inh | APP 5UTR inh | ROMK mod | STAT3 blocker | FLuc stim CS | NF-kB neuron act | STAT3 activator
Cc1oc(-c2ccccc2F)nc1CS(=O)(=O)CC(=O)N1CCN(c2ccccc2)CC1 | 102 | -9 | -1 | -2 | 1 | / | 18 | 1.1 | 0.59 | 89
CN1C(=O)NC(c2ccccc2)C2=C1CN(Cc1ccccc1)C2=O (stereo unspecified) | 98 | / | -7 | 2 | 7 | / | 1 | / | / | 103
N#Cc1ccc(C(=O)Nc2ccc(S(=O)(=O)NC3=NCCCCC3)cc2)cc1 | 95 | -7 | 7 | 5 | -7 | / | 15 | 1.1 | 1 | 90
CN(C)C(=O)CSc1nc(-c2ccccc2)c(-c2ccccc2)o1 | 102 | -8 | 19 | -5 | -19 | 0.019 | 4 | 1.1 | 0.97 | 101
CCOC(=O)CC(=O)CSc1nc2ccc(C)cc2cc1C#N | 137* | 4 | 32 | -40 | -32 | / | -6 | 1 | 8.3* | 110
COc1ccc(NC(=O)Cc2c(Sc3ccccc3)c3ccccc3n2C)cc1 | 93 | -8 | 2 | 8 | -2 | / | -10 | 1.1 | 1.6 | 109
COc1ccc(N2CCN(C(=O)CCc3c[nH]c4ccccc34)CC2)cc1 | 98 | -6 | -3 | 2 | 3 | -0.58 | -1 | 1.1 | 1 | 107
COCC(=O)Nc1nc(-c2ccc([N+](=O)[O-])cc2)cs1 | 119 | 0 | 11 | -22 | -11 | -1.5 | 14 | 1 | 1.2 | 94
CC(=O)N/N=C(\C)c1ccc(Br)cc1Br | 94 | -8 | 23 | 7 | -23 | 0.22 | -2 | 1.1 | 1.2 | 101
CC(=O)N1CCN(Cc2nc3cc(NC(=O)Nc4ccccc4)ccc3n2C)CC1 | 106 | -3 | 14 | -6 | -14 | -0.42 | 14 | 1 | / | 93
COc1cc(Nc2nc(SCC#N)nc3ccccc23)cc(OC)c1OC | 101 | -2 | -6 | -1 | 6 | -0.15 | 2 | 1 | 1.1 | 102
Cc1ccccc1CN1CCN(CC(=O)NCc2ccccn2)C1=O | 100 | -4 | -3 | 0 | 3 | / | 2 | 1 | 1.2 | 103
COC(=O)c1ccc2c(c1O)C(=O)c1ccccc1C2=O | 108 | 10 | -12 | -9 | 12 | -0.084 | 8 | 0.9 | 0.62 | 92
Cn1cnnc1SC1CCCCC1NS(=O)(=O)c1ccccc1 (stereo unspecified) | 102 | -5 | 16 | -2 | -16 | / | -4 | 1.1 | 1.1 | 105
CCONC(=O)Nc1ccccc1[N+](=O)[O-] | 102 | -2 | -5 | -2 | 6 | / | -3 | 1 | 1.1 | 99
Cn1cccc1/C=C1/SC(=O)N(CC(=O)N2CCCC2)C1=O | 97 | -7 | 5 | 2 | -5 | / | 18 | 1.1 | 1.2 | 87
O=S(CC(O)COCc1ccc(Cl)cc1)c1ccccn1 (stereo unspecified) | 102 | -8 | 1 | -2 | -1 | / | 3 | 1.1 | 0.91 | 100
COc1ccc(OC)c(C2CC(=O)N3CN(c4cccc(Cl)c4)CSC3=C2C#N)c1 (stereo unspecified) | 92 | -7 | 4 | 9 | -4 | / | 8 | 1.1 | 1.1 | 100
Cc1cccc(/C=C/c2nc3ccccc3c(=O)[nH]2)c1 | 121 | 68* | 92 | -21 | -92 | 0.21 | 39 | 0.3 | 6.3* | 68
CCOc1nc(Nc2ccc(OC)c(Cl)c2)nc(N2CCN(c3ccc(OC)cc3)CC2)n1 | 99 | -1 | -21 | 1 | 21 | -0.67 | 23 | 1 | 0.54 | 84
CC1CC1c1ccc(/C=C(\C#N)C(=O)Nc2cccc(Cl)c2Cl)o1 (stereo unspecified) | 110 | -1 | 36 | -11 | -36 | / | 7 | 1 | 1.1 | 93
Cc1nn(C)c(C)c1S(=O)(=O)N1CCC(C(=O)NC2CCCc3ccccc32)CC1 (stereo unspecified) | 102 | -6 | 4 | -2 | -4 | / | 6 | 1.1 | 1 | 102
Cc1nc(N2CCN(C)CC2)c2sc(=S)n(C)c2n1 | 110 | -2 | -2 | -11 | 2 | / | 21 | 1 | 1.6 | 89
C#CCOCCOCCOCCNc1nc(N2CCN(C(=O)C([C@@H](C)CC)n3cc(C(N)CO)nn3)CC2)nc(N2CCN(C(=O)[C@H](CCC(=O)O)n3cc(C(N)CC(C)C)nn3)CC2)n1 (stereo partly specified) | 104 | -8 | 1 | -3 | -2 | / | / | 1.1 | 1.3 | /
COc1ccc(C[C@H]2CN3C(=NC[C@@H]3Cc3ccccc3)N2CCNC(=O)CCC2CCCCC2)cc1 | 90 | -8 | 19 | 12 | -19 | / | / | 1.1 | 0.84 | /
